# Source: PubChem
# Yeast superoxide – caloric restriction mimetics inhibiting age-related superoxide in yeast; S. cerevisiae aged cells, superoxide DHE fluorescence; stronger effect = lower value; 0.18% of 330,000 active; superoxide response (% of plate mean), % at 10 µM;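 active means superoxide response under a set limit, about three screen SD below normal, cut at about 65% in these data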;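 further: yeast aged for seven days with compound at 30 °C before DHE staining; 100% = average MFI of all compound-treated wells on the plate with controls excluded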
# AGP1-GFP MLPCN – alters AGP1-GFP fluorescence in TOR pathway yeast screen; S. cerevisiae AGP1-GFP multiplex flow cytometry, 3 h; GFP as percent of DMSO wells; GFP response vs DMSO, % at 10 µM; 0.02% of 320,000 active; AID 2066;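 active means GFP response relative to DMSO above a set limit, near screen average plus 3 SD, cut at about 150% in these data; inconclusive means fewer than 70 cells counted for the yeast strain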;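 further: median GFP channel fluorescence of the gated AGP1 strain per well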
# MEP2-GFP yeast – yeast TOR pathway MEP2-GFP modulation | S. cerevisiae MEP2-GFP strain, flow cytometry GFP, 3 h; 100% = DMSO control level | GFP response vs DMSO, % at 10 µM | 0.51% of 330,000 active | AID 2016;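 active means GFP response versus DMSO above a set limit, roughly screen mean plus 3 SD, cut at about 180% in these data; inconclusive means fewer than 70 cells counted for a yeast strain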;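 further: median GFP fluorescence of the barcode-gated MEP2-GFP cells per well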
# CIT2 TOR yeast – alters CIT2-GFP fluorescence in TOR pathway yeast screen; 0.065% of 320,000 active; GFP response vs DMSO, % at 10 µM; S. cerevisiae CIT2-GFP strain, flow cytometry, 3 h; 100 means same as DMSO wells;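 active means GFP response relative to DMSO above a set limit, near the screen mean plus 3 SD, cut at about 150% in these data; inconclusive means Fewer than 70 cells measured for a yeast strain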;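 further: ratio of well median GFP fluorescence to mean of DMSO wells on the plate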
# LAP4 TOR yeast – alters LAP4-GFP fluorescence in TOR pathway yeast screen | AID 2023 | 0.34% of 320,000 active | GFP response vs DMSO, % at 10 µM | S. cerevisiae LAP4-GFP multiplex, flow cytometry GFP, 3 h; median GFP as percent of DMSO wells;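 active means GFP response vs DMSO above a set limit, about the screen mean plus 3 SD, cut at about 150% in these data; inconclusive means under 70 cell events counted for the yeast strain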
# VLA-4 inh – inhibition in a human VLA-4 binding assay; P13612; VLA-4 expressing cells, ligand binding flow cytometry; inhibition, % (about 7 µM as worked out from the volumes in the protocol); 0.2% of 330,000 active; in the data active means inhibition above about 50%
# Target sequence (P13612 whole entry, looked up): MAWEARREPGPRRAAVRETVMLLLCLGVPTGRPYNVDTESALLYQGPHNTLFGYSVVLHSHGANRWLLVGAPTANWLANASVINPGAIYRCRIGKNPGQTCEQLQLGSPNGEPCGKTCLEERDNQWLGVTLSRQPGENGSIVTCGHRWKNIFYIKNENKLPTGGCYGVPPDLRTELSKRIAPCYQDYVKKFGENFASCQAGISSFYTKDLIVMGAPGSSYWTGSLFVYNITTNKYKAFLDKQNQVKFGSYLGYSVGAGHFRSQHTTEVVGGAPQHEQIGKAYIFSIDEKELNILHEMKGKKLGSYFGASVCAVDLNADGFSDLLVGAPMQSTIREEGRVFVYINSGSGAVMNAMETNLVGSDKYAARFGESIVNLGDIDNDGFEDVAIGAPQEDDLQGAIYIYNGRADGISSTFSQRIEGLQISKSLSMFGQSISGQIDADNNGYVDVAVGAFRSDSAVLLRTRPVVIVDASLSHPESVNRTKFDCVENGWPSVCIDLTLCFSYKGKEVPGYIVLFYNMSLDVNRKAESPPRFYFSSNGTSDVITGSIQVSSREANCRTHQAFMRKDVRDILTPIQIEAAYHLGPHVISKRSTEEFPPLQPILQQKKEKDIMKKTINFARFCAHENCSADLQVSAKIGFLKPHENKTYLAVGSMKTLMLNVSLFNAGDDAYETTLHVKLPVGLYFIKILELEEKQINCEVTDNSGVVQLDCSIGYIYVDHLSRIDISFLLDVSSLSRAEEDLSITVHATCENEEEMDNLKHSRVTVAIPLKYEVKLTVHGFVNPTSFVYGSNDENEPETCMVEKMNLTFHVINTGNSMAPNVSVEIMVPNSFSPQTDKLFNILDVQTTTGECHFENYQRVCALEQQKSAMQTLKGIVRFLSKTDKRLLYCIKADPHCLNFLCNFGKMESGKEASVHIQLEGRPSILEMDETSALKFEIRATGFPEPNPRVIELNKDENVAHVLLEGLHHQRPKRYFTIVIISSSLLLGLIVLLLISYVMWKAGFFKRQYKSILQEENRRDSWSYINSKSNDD
# RPL19A-GFP yeast – modulators of TOR pathway RPL19A-GFP in S. cerevisiae; AID 2025; percent response vs DMSO, % at 10 µM; S. cerevisiae RPL19A-GFP strain, flow cytometry, 3 h; stronger effect = lower value; 0.3% of 330,000 active;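 active means percent response vs DMSO below 50%; inconclusive means fewer than 70 events counted for the yeast strain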;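 further: median channel GFP fluorescence of the barcoded RPL19A-GFP strain; ratio of sample median GFP to plate DMSO average so 100% = DMSO; lower means less RPL19A-GFP as with rapamycin TOR inhibition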
# GRK2 aptamer HTS – inhibitors of human GRK2 displacing RNA aptamer; bead flow cytometry, FAM-aptamer displacement from GRK2; inhibition of aptamer binding, % at 10 µM; 0.59% of 330,000 active;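 active means inhibition of aptamer binding above 40%, roughly 3 SD of noise, on plates passing a quality check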;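 further: median bead fluorescence of bound FAM aptamer so fluorescent compounds give negative values; no value below 0 was filed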
# Starred values were filed as active, the others as inactive; ? = inconclusive; . = no result given.
SMILES,Yeast superoxide,AGP1-GFP MLPCN,MEP2-GFP yeast,CIT2 TOR yeast,LAP4 TOR yeast,VLA-4 inh,RPL19A-GFP yeast,GRK2 aptamer HTS
O=C(c1ccccc1Cl)N1N=C(c2cccs2)CC1c1cccc(O)c1 (stereo not drawn),97,105,115,97,103,-14,98,0
COc1ccc(/C=C(\NC(=O)/C=C/c2ccco2)C(=O)NCCc2nc3ccccc3[nH]2)cc1,100,102,95,97,87,2,105,3
CCCCN(C(=O)c1ccc(-c2ccc(Cl)cc2)o1)c1c(N)n(CCC)c(=O)[nH]c1=O,103,100,103,98,109,1,101,1
CCNC(=O)COC(=O)c1cccc(Br)c1,100,103,107,102,114,7,99,1
CC(C)CN1C(=O)c2ccc(C(=O)Nc3ccc(OCC(=O)O)cc3)cc2C1=O,121,98,101,104,95,5,112,3
CC(Sc1nnc(Nc2ccccc2)s1)C(=O)Nc1nc(-c2ccccc2)cs1 (stereo not drawn),109,95,93,93,116,0,99,0
CC(C)c1ccc(NC(=O)C2CC2c2ccccc2)cc1 (stereo not drawn),102,102,104,101,94,0,103,1
CN(CC(=O)Nc1c(Cl)cccc1Cl)C(=O)CC1OC(=O)c2ccccc21 (stereo not drawn),86,100,96,93,108,10,97,1
COc1ccc(S(=O)(=O)N(C)C)cc1NC(=O)CN1CCN(C(=O)C2CC2)CC1,100,105,101,100,100,-11,101,0
CN1C(=O)c2ccc(C(=O)Nc3ccc4c(c3)OCO4)cc2C1=O,97,98,101,97,89,-1,106,0
COc1ccc(NC(=O)Nc2ccc3c(c2)C(=O)N([C@H](C)CO)C[C@H](C)[C@@H](CN(C)C(=O)Nc2ccc(OC)cc2)O3)cc1,100,101,96,103,110,-2,97,4
CC(C)NC(=O)COC(=O)c1cccc(NS(=O)(=O)/C=C/c2ccccc2)c1,93,94,95,91,96,0,98,0
Cc1ccc(S(=O)(=O)NCc2ccccc2)cc1C(=O)N1CCCCCCC1,87,116,100,105,115,-2,103,0
Cn1cccc1/C=C1\CCC/C(=C\c2cccn2C)C1=O,89,88,104,87,140,0,96,4
Cc1cc(=O)n2[nH]c(-c3ccccc3)cc2n1,94,99,97,83,92,-2,99,0

# Compound profiles, from the list above. Screens in order: Yeast superoxide, AGP1-GFP MLPCN, MEP2-GFP yeast, CIT2 TOR yeast, LAP4 TOR yeast, VLA-4 inh, RPL19A-GFP yeast, GRK2 aptamer HTS
# COc1ccc(S(=O)(=O)N(C)C)cc1NC(=O)CN1CCN(C(=O)C2CC2)CC1 is entered as 100, 105, 101, 100, 100, -11, 101, 0
# CC(C)CN1C(=O)c2ccc(C(=O)Nc3ccc(OCC(=O)O)cc3)cc2C1=O is entered as 121, 98, 101, 104, 95, 5, 112, 3
# COc1ccc(NC(=O)Nc2ccc3c(c2)C(=O)N([C@H](C)CO)C[C@H](C)[C@@H](CN(C)C(=O)Nc2ccc(OC)cc2)O3)cc1 is entered as 100, 101, 96, 103, 110, -2, 97, 4
# CN1C(=O)c2ccc(C(=O)Nc3ccc4c(c3)OCO4)cc2C1=O is entered as 97, 98, 101, 97, 89, -1, 106, 0
# CC(Sc1nnc(Nc2ccccc2)s1)C(=O)Nc1nc(-c2ccccc2)cs1 (stereo not drawn) is entered as 109, 95, 93, 93, 116, 0, 99, 0

# (further entries)
SMILES,Yeast superoxide,AGP1-GFP MLPCN,MEP2-GFP yeast,CIT2 TOR yeast,LAP4 TOR yeast,VLA-4 inh,RPL19A-GFP yeast,GRK2 aptamer HTS
Cc1ccc(S(=O)(=O)N2CCOCC2)cc1C(=O)NCc1cccs1,101,105,107,102,106,0,97,0
COc1ccccc1C(=O)N/N=C(\C)CC(=O)Nc1ccccc1NC(C)=O,99,40,104,96,86,13,105,0
CCc1ccc(NC(=O)Cn2c(SC)nc3ccccc32)cc1,93,99,100,103,106,-7,92,3
CCC(C)(C)NC(=O)c1cc([N+](=O)[O-])ccc1N1CCOCC1,116,98,138,81,111,2,103,0
COc1cccc(CN(C)CC(=O)Nc2ccccc2C(C)C)c1,95,?,?,?,?,7,?,1
C1CN(c2nc3nonc3nc2N2C[C@H]3CC[C@H]2C3)CCS1,103,104,100,96,111,5,99,0
C=C(C)C(=O)OCC(=O)NCc1ccccc1,102,104,100,102,104,8,103,3
CCOC(=O)/C(=C/Nc1ccc(F)c(F)c1)[N+](=O)[O-],103,.,92,.,.,2,99,1
O=C(COC(=O)CCc1ccc(S(=O)(=O)N2CCOCC2)cc1)NCc1ccccc1Cl,104,108,107,100,117,34,102,1
C/C(Cc1ccccc1)=N\NC(=O)c1ccccn1,93,85,103,78,77,8,107,0
Cc1ccc2sc(N(CCCN(C)C)C(=O)c3ccc(S(=O)(=O)N(C)C)cc3)nc2c1C,106,111,110,109,103,-2,113,0
CCC1SC(CC)C(=O)N(CC(=O)Nc2ccc3c(c2)OCO3)C1=O (stereo not drawn),122,106,112,101,91,6,112,0
O=C(c1ccco1)N1CCN(C(c2ccccc2Cl)c2nnnn2Cc2ccco2)CC1 (stereo not drawn),73,102,100,103,101,2,99,1
Cc1ccsc1C(=O)N/N=C/C=C/c1ccccc1[N+](=O)[O-],95,91,107,98,94,15,95,0
O=C1CN(C(=O)c2cc3ccccc3oc2=O)C(c2ccc(F)cc2)c2cc(Br)ccc2N1 (stereo not drawn),86,106,104,97,106,38,100,2
CC(C)N(Cc1ccccc1)C(=S)NC(=O)C1(C)CC1(Cl)Cl (stereo not drawn),103,105,98,104,94,1,99,2
COc1ccc(OC)c(S(=O)(=O)N2Cc3ccccc3CC2C(=O)Nc2nccs2)c1 (stereo not drawn),161,102,101,100,109,3,99,0
CC(=O)OCC(=O)Nc1cc(S(=O)(=O)N2CCCCCC2)ccc1Cl,92,101,104,98,104,6,103,0
CCCN1CCc2c(sc(NC(=O)CCS(=O)(=O)c3ccccc3)c2C(N)=O)C1,96,94,91,96,103,-12,96,1
O=C(CN1C(=O)NC2(CCCC2)C1=O)NCc1cccc(Cl)c1,83,106,109,122,93,11,104,4
CCCc1nn(C)c(C(=O)Nc2cccc3ccccc23)c1Cl,98,103,117,102,102,4,108,0
CCN1CCN(c2c(Cl)cccc2NC(=O)c2cccs2)CC1,106,98,99,98,94,-7,105,0
Cc1nn(C(=O)c2ccccc2)c2c1C(=O)CC(C)(C)C2,98,91,78,73,102,9,94,1
Cc1ccc(C)c(NC(=O)CN(C)C(=O)Cc2ccccc2)c1,99,105,97,103,93,12,101,0
COc1ccccc1NC(=O)c1ccc(Cl)c(S(=O)(=O)N2CCOCC2)c1,107,90,96,88,93,4,93,0
CC(=O)c1ccc(N2CCN(C(=S)Nc3ccc(Cl)c(Cl)c3)CC2)cc1,97,103,103,99,97,15,98,2
CC1(C)CC(CC(=O)NNc2nc(-c3ccccc3)cs2)C(=O)O1 (stereo not drawn),93,116,117,118,135,-8,95,0
CNC(=O)/C(C#N)=C/c1cn(CC(=O)OC)c2ccccc12,102,99,89,97,99,0,97,2
Cc1ccc(Cl)cc1NC(=O)c1ccccn1,95,97,106,77,123,5,94,1
CC(C)(CC(=O)O)CC(=O)Nc1ccc2c(c1)ncn2CCc1ccccc1,101,107,107,102,100,5,104,1
COc1ccc2nc(SCC(=O)Nc3ccc(S(=O)(=O)Nc4onc(C)c4C)cc3)[nH]c2c1,95,109,103,109,97,6,100,3
O=C(NCc1ccncc1)Nc1ccc(Cl)cc1Cl,120,93,84,89,.,-2,94,1
CCNC(=O)c1c(NC(=O)C2COc3ccccc3O2)sc2c1CCCC2 (stereo not drawn),102,114,121,110,115,2,112,0
O=C1/C(=C/c2cccs2)SC(=S)N1CC(=O)N1CCCCC1CCO (stereo not drawn),85,99,93,91,104,12,92,2
Fc1ccc(NCc2cccnc2)cc1F,113,97,103,106,98,8,101,0
CCOC(=O)CN(C(=O)CSc1nnc(-c2ccncc2)n1CCCOC)c1ccccc1,118,101,97,91,97,7,98,0
CCOC(=O)/C(C#N)=C/c1cn(CCC(=O)O)nc1-c1ccc(F)cc1,102,91,91,96,92,-12,91,0
Cc1ccc2[nH]c(=O)c(NC(N)=S)nc2c1,95,95,99,96,96,-11,95,0
Cc1ccc(C(=O)C(C(=O)/C=C/c2ccccc2)=C2SCCCS2)cc1,106,101,103,94,97,6,98,2
COc1ccc(-c2cn(-c3ccc(C)cc3)c(=O)n2CC(=O)Nc2cccc(F)c2)cc1,99,98,98,94,103,2,97,3
N#Cc1ccccc1OCC(=O)NNC(=O)CCC1CCCC1,105,102,106,101,96,0,101,2
CCN(CC)C(=O)c1cc(Cl)ccn1,98,115,103,118,100,1,104,0
CCOC(=O)C(Sc1nnc2c3ccccc3n(CC)c2n1)C(=O)OCC,124,100,97,98,94,17,.,1
Cc1cccc(N2CCN(C(=O)c3ccc(CNc4c(N5CCC(C)CC5)c(=O)c4=O)cc3)CC2)c1C,100,104,110,108,99,-1,107,0
Cn1c(CCNC(=O)c2cccs2)nnc1SCC(=O)Nc1nc(-c2ccccc2)cs1,86,110,104,102,105,4,106,0
N#Cc1ccccc1Sc1ccccc1C(=O)Nc1ccc2ccccc2c1,66,102,104,100,97,-6,106,1
CC(=O)Oc1ccc(-c2csc(Nc3cccc(C)n3)n2)cc1,104,100,105,106,90,13,105,2
COc1cc(C)c(Br)cc1S(=O)(=O)N1CCCC1,102,105,105,106,111,7,102,1
Cc1ccc(NC(=O)CSc2nc(=O)n3cc(C)ccc3n2)c(C)c1,89,104,94,94,105,2,94,3
Cc1cc(C)c(S(=O)(=O)N(C)CC(N)=O)c(C)c1,108,99,96,98,96,9,100,2
CCOc1ccccc1/C=N/NC(=O)c1ccc(Cn2cc([N+](=O)[O-])cn2)o1,101,43,91,79,93,-1,99,3
COc1ccccc1NC(=O)COC(=O)C1CCN(/C=C/C(=O)C(F)(F)F)CC1,99,98,100,99,96,6,96,1
CCOc1ccc(CN2CCC(=O)NC2=O)cc1,94,99,97,102,90,-2,98,3
CCOc1ccc(N(CC(=O)N2CCCC2)S(=O)(=O)c2c(C)noc2C)cc1,102,104,98,102,92,-14,99,0
Cc1cccc2cc(CN(CC3CCCO3)C(=O)c3cccnc3)c3nnnn3c12 (stereo not drawn),116,102,98,98,98,19,101,2
O=C(O)c1ccccc1C(=O)Nc1ccc(S(=O)(=O)Nc2nccs2)cc1,95,101,100,103,106,30,103,6
Cc1cc(NC(=O)C2CCCCC2C(=O)O)no1 (stereo not drawn),97,101,102,97,100,9,101,0
COc1cccc(/C=N/n2cncn2)c1OCC#N,95,105,135,111,106,1,103,0
CC(NC(=O)COC(=O)CC(c1ccccc1)c1ccccc1)c1ccccc1 (stereo not drawn),111,92,96,94,90,37,96,0
Cc1cccc(-n2ncc(Cl)c(Cl)c2=O)c1,92,104,112,100,103,19,98,1
# Next part:
SMILES,Yeast superoxide,AGP1-GFP MLPCN,MEP2-GFP yeast,CIT2 TOR yeast,LAP4 TOR yeast,VLA-4 inh,RPL19A-GFP yeast,GRK2 aptamer HTS
O=C(O)CCCC(=O)N1CCc2cc(S(=O)(=O)NCc3ccc(F)cc3)ccc21,114,95,99,93,113,5,96,0
O=C(O)CCC(NS(=O)(=O)c1ccc(N2CCCC2=O)cc1)C(=O)O (stereo not drawn),96,76,92,67,92,24,108,4
COC(=O)C1CCN(S(=O)(=O)c2c(C)n(C)c(=O)n(C)c2=O)CC1,100,98,105,99,92,5,100,0
Cc1ccc(Oc2ccc(S(=O)(=O)Nc3ccc(C(=O)O)cc3)cc2)cc1,115,94,97,99,91,-17,93,5
CCCCN1C(=O)/C(=C2/Sc3ccccc3N2C)S/C1=N\c1ncn[nH]1,131,103,112,106,101,-1,105,1
CCOC(=O)Cc1csc(NC(=O)c2c(O)c3c(n(CC(C)C)c2=O)CCCC3)n1,101,112,89,106,119,6,99,1
Cc1c(Cl)cnc(NC(=O)COC(=O)Cc2coc3ccc4ccccc4c23)c1Cl,122,99,102,99,100,18,106,3
Cc1ccc(N2C(=O)c3ccccc3C2=O)cc1C,99,87,93,87,86,4,92,1
